DRD3 agonist: agonists of human D3 dopamine receptor. P35462. D3R DiscoveRx beta-arrestin cells, luminescence, 90 min. max activation, %. actives 0.58% (n = 410,000); in the data active = max activation above about 30%; also: 0% is about no effect; mostly tested at two doses, the higher about 12 µM
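Agonist-mode cell screen: cells plated at 1500/well and incubated overnight at 37 °C, then exposed to library compounds for 90 min at 37 °C. Detection reagent was added for 30–60 min at room temperature, and luminescence was read.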
FUS yeast rescue: FUS proteinopathy suppression in yeast; S. cerevisiae FUS-expressing, growth rescue, OD600, 24 h; Potency, µM (titrated, usually from 76.6 µM), for the others: at the top dose growth rescue (activation), usual class: activators; actives 0.24% (n = 390,000); AID 1347120;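 also: potency is read from the fitted curve at half-maximal effect; plate controls were DMSO vehicle for no effect and reference control for full effect; nearly all actives have a fitted effect of over 55% in size; some results filed as inactive show a strong effect at the top dose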
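Galactose (2%) drives FUS expression in yeast precultured in raffinose; seeding density OD 0.005. Test compounds incubated 24hr at 30C and 99% humidity before absorbance at 600 nm was measured.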
EPAC2 agonist: activates human EPAC2 exchange factor; EPAC2 activation, biochemical qHTS; response scale: 100% = 6.5 mM cAMP response; Potency, µM (top dose mostly 154 µM), for inactives: at the top dose activation, actives largely listed as activators; actives 0.079% (n = 360,000); also: potency is read from the fitted curve at half-maximal effect; nearly all actives have a fitted effect of over 50% in size
Target sequence (Q8WZA2 whole entry, looked up): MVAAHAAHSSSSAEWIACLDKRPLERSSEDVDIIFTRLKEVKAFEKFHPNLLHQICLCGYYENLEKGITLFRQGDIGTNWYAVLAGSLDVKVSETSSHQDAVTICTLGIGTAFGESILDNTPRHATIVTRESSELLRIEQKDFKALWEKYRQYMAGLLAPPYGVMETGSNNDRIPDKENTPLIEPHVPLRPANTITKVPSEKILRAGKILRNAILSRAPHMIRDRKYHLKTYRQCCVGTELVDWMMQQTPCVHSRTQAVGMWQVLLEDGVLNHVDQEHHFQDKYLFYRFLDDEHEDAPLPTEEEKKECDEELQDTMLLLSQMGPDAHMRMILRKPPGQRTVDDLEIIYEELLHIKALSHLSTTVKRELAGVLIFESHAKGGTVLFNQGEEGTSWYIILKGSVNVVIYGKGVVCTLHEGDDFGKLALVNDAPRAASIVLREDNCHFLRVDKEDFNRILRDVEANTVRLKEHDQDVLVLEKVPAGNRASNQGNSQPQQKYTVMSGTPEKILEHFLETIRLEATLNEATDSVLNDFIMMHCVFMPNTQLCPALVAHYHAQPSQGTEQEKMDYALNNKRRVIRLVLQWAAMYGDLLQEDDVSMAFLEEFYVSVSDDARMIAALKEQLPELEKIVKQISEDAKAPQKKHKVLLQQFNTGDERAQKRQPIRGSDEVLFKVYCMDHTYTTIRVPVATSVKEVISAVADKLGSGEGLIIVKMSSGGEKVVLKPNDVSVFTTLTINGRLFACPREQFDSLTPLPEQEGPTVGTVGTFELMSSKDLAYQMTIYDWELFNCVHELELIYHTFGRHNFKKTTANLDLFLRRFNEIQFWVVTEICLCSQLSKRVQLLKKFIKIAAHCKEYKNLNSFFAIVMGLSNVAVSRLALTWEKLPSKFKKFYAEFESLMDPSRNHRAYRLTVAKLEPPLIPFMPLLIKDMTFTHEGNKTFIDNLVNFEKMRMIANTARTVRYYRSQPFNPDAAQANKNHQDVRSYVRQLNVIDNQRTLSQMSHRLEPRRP
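Guanine nucleotide exchange by EPAC2 is measured as reduced fluorescence of BODIPY-GDP once it is released from 250 nM Rap1B. Plates are read kinetically for 30 min at room temperature; results are scaled to 6.5 mM cAMP.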
EPAC2 antag: blocks human EPAC2 exchange factor; Q8WZA2; EPAC2 GEF exchange of Rap1B-BODIPY-GDP, fluorescence; actives 0.18% (n = 360,000); Potency, µM (series often up to 114 µM), for the others: top-dose activity, negative = inhibition, usual class: inhibitors; also: potency is read from the fitted curve at half-maximal effect; % is scaled to controls: 0 for no effect and ±100 for the full control effect; nearly all actives have a fitted effect of over 45% in size; many of its hits are not listed in these tables
D3 antag: antagonists of human D3 dopamine receptor. P35462. D3R cells, DiscoveRx beta-arrestin luminescence, antagonist mode; stronger effect = lower value. max response, negative = inhibition, %. actives 2.5% (n = 360,000); in the data active = max response below about -50%; inconclusive = no clear call, values can overlap the other calls; also: % is scaled to controls: 0 for no effect and ±100 for the full control effect; mostly tested at two doses, the higher about 12 µM
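Cells expressing the human receptor were seeded at 1500 cells/well, incubated overnight at 37 degrees C in 5% CO2, then exposed to library compounds with dopamine controls for 90 minutes at 37 degrees C before luminescent detection.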
TDP-43 yeast inh: inhibitors of TDP-43 toxicity in yeast; TDP-43 expressing yeast growth rescue, BacTiter-Glo, 24 h; Potency, µM (titrated, usually from 46.1 µM), without a hit: at the highest dose growth rescue (activation), hits mostly activators; actives 1.8% (n = 410,000); AID 652104; also: potency is read from the fitted curve at half-maximal effect; % of control where 0% means no effect; nearly all actives have a fitted effect of over 50% in size
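Growth rescue of TDP-43-toxic yeast measured as ATP luminescence (BacTiter-Glo). Cells grown to mid-log in raffinose, induced in galactose at OD600=0.02, exposed to compound 24 hr at 30 deg C.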
aSyn rescue: alpha-synuclein toxicity inhibition in yeast; Yeast expressing alpha-synuclein, growth rescue, BacTiter-Glo, 24 h; Potency, µM (top dose mostly 46.1 µM), for the others: top-dose growth rescue (activation), actives largely listed as activators; actives 0.14% (n = 370,000); AID 652106; also: potency is read from the fitted curve at half-maximal effect; % of control where 0% means no effect; nearly all actives have a fitted effect of over 65% in size
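Screening used galactose-induced yeast with toxic alpha-synuclein levels, exposed to compound for 24 hr at 30 deg C. Cell growth, read with BacTiter-Glo luminescence, gave the measured signal.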
Abeta yeast res: A-beta toxicity reversal in yeast | yeast expressing A-beta42, growth rescue, OD600, 48 h; response scale: 0% DMSO, 100% iron-clioquinol control | AID 1347071 | Potency, µM (highest dose often 46.1 µM), inactives show top-dose growth rescue, usual class: activators | actives 0.063% (n = 410,000); also: potency is read from the fitted curve at half-maximal effect; nearly all actives have a fitted effect of over 55% in size
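Growth rescue measured by 600 nm absorbance after 48 h yeast culture at 30 C with compound. Values normalized between DMSO and an equimolar ferric chloride plus clioquinol control.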
An asterisk follows results filed as active; ? = inconclusive; · = not tested or not shown; & = joins results of further samples; [ ] = remark or other dose. Unless noted, calls follow the shape of the dose curve; as a rule, active = well fitted curve in the direction sought with a large enough effect; inconclusive = small, poorly fitted or top-dose-only effect, or another doubt; inactive = no such curve, though single readings can be large; an effect the other way counts as inactive or inconclusive.

Abbreviations: A = DRD3 agonist; B = FUS yeast rescue; C = EPAC2 agonist; D = EPAC2 antag; E = D3 antag; F = TDP-43 yeast inh; G = aSyn rescue; H = Abeta yeast res
> Cc1cc(C)cc(C(=O)NC(CC(N)=O)c2ccc(N3CCC(N4CCCCC4)CC3)c([N+](=O)[O-])c2)c1 (stereo not given)
  A = 1	B = -13%	C = 7%	D = 11%	E = -2	F = 3%	G = 0%	H = -11%
> Cn1ncc(N=Cc2ccc([N+](=O)[O-])cc2)c1C(=O)Nc1ccccc1
  A = -2	B = 2%	C = 3%	D = -6%	E = 5	F = -6%	G = 0%	H = -2%
> O=C(CSc1ncnc2ccccc12)N1CCNC1=O
  A = 1	B = -7%	C = 5%	D = -5%	E = 2	F = 15%	G = -5%	H = -6%
> CSc1ccc(CCNC(=O)c2cnc3c(C)cccn3c2=O)cc1
  A = -6	B = -17%	C = ·	D = ·	E = ·	F = -2%	G = ·	H = -13%
> CCc1nnc(NC(=O)c2ccc(S(=O)(=O)N(CC)Cc3ccccc3)cc2)o1
  A = 8	B = 8%	C = -12%	D = -14%	E = -99*	F = 22µM*	G = 13µM*	H = ?
> CCSc1nnc(NC(=O)CSc2nc3c(c(=O)n2-c2ccccc2OC)SCC3)s1
  A = -7	B = 50%	C = 7%	D = -5%	E = 23	F = -7%	G = ?	H = 3%
> O=C(c1ccc2nc(Cc3ccccc3F)oc2c1)N1CC[C@H](O)C1
  A = 8	B = -28%	C = 6%	D = 3%	E = -2	F = -7%	G = -5%	H = 3%
> CCCCOC(=O)c1ccc(NC(c2ccc(C)cc2)P(=O)(OC)OC)cc1 (stereo not given)
  A = 1	B = ·	C = -2%	D = -17%	E = 17	F = 1%	G = 12%	H = -3%
> Cc1sc2ncnc(NCc3ccco3)c2c1C
  A = 9	B = ·	C = 9%	D = 8%	E = 22	F = 12%	G = 7%	H = -4%
> COc1ccc(N(CC(=O)NCc2ccc(F)cc2)C(=O)CCC(=O)Nc2ccccn2)cc1
  A = -12	B = -1%	C = 1%	D = -1%	E = -6	F = -22%	G = 1%	H = -11%
> O=C1CCC(C(=O)OC(C(=O)Nc2cc(Cl)cc(Cl)c2)c2ccccc2)=NN1 (stereo not given)
  A = -1	B = 0%	C = -6%	D = -1%	E = -1	F = 3%	G = 4%	H = -6%
> CCCc1cc(C(=O)O)c2ccccc2n1
  A = 4	B = 22%	C = 9%	D = 0%	E = 26	F = -10%	G = 0%	H = -16%
> O=C(CCl)Nc1cccc2ncccc12
  A = 8	B = 10%	C = -6%	D = 1%	E = 9	F = 0%	G = 2%	H = -13%
> CC(C)(C)CN1C(N)=NC[C@H]1Cc1ccc(O)cc1
  A = 2	B = -25%	C = 0%	D = -10%	E = 31	F = 12%	G = -3%	H = -10%
> CC(=O)NC(c1ccc(N(C)C)cc1)c1cc(Cl)c2cccnc2c1O (stereo not given)
  A = 7	B = 4%	C = 24%	D = -16%	E = -19	F = 28µM*	G = 15%	H = 9%
> COc1ccccc1NC(=O)C1CCCN(c2cc(C)nc3ncnn23)C1 (stereo not given)
  A = -2	B = 14%	C = -4%	D = 8%	E = 3	F = -1%	G = -7%	H = -16%
> O=C(Nc1cccc(C(F)(F)F)c1)C(SCCO)c1ccccc1 (stereo not given)
  A = 2	B = 12%	C = -8%	D = -16%	E = 0	F = 3%	G = 0%	H = 19%
> CSCCC(NC(=O)c1ccc(Cl)cc1)C(=O)OCC(=O)c1ccc[nH]1 (stereo not given)
  A = 0	B = 0%	C = -4%	D = 13%	E = 0	F = 6%	G = -8%	H = 18%
> CN(C)/C=C/C(=O)/C=C/c1cn(-c2ncc(C(F)(F)F)cc2Cl)c2ccccc12
  A = 2	B = 11%	C = 4%	D = -3%	E = 1	F = 1%	G = -63%[inhibitor]	H = -18%
> CC(C)(C)C1=NN(C(=O)c2ccccc2)C(O)(C(C)(C)C)C1 (stereo not given)
  A = 13	B = -1%	C = -2%	D = 11%	E = 11	F = -4%	G = 3%	H = 18%
> CCn1c(=O)c2cc(C(=O)NCCN(C)C)sc2c2ccccc21
  A = -16	B = 9%	C = 13%	D = -6%	E = -7	F = -9%	G = -5%	H = -18%
> COc1ccc(/C=C2\C(=O)c3ccccc3OC2c2ccccc2)cc1 (stereo not given)
  A = -3	B = 6%	C = 7%	D = ?	E = -3	F = 8%	G = 2%	H = 3%
> O=C(Nc1ccncc1)c1ccc(Br)cc1
  A = 3	B = -22%	C = 5%	D = -5%	E = 9	F = 8%	G = -4%	H = -11%
> Cc1ccc(C(=O)OCC(=O)NC(C)C)cc1S(=O)(=O)N1CCOCC1
  A = 3	B = -1%	C = 2%	D = 0%	E = 7	F = 20%[9.22 µM]	G = -4%	H = -6%
> Cc1nc2ccccc2nc(=O)c1NNc1ccc([N+](=O)[O-])cc1
  A = 2	B = 34%	C = 3%	D = -13%	E = -25	F = 13%[9.22 µM]	G = 1%	H = -3%
> O=C1CN(C(=O)NCC(=O)N2CCCC2)c2ccccc2N1
  A = 4	B = -14%	C = 4%	D = 7%	E = 4	F = 8%	G = 0%	H = 4%
> COc1ccc(C(=O)N2CCN(c3cccc(C)c3C)CC2)cc1S(=O)(=O)NC1CC1
  A = 23	B = ?	C = 3%	D = -6%	E = -18	F = -7%	G = -2%	H = 6%
> COCc1ccc(C(=O)N2CCCC(C(=O)c3ccc(SC)cc3)C2)s1 (stereo not given)
  A = -12	B = ·	C = 9%	D = 1%	E = -13	F = 15%	G = 0%	H = -24%
> CSc1ncccc1C(=O)OCC(=O)N(CC(C)C)C1CCS(=O)(=O)C1 (stereo not given)
  A = 3	B = 19%	C = 3%	D = 7%	E = -15	F = ?	G = 0%	H = 12%
> Cc1ccc(CNC(=O)c2ccc(Cl)c(S(=O)(=O)N3CCCCC3)c2)cc1
  A = -3	B = 24%	C = 16%	D = -4%	E = -8	F = 19%	G = -2%	H = -16%
> O=C(Nc1ccc(N2CCOCC2)cc1)c1ccc(Cl)cc1N1CCCC1=O
  A = -23	B = ·	C = -4%	D = 26%	E = -20	F = -27%	G = -1%	H = 0%
> COc1ccc(CCNC(=O)CCn2c(=O)c3cccn3c3ccc(F)cc32)c(OC)c1OC
  A = 3&3	B = 15%&24%	C = 5%	D = -8%	E = 9	F = -11%&15%	G = -1%	H = 5%&8%
> CC(=O)C1=C(C)NC(C)=C(C(C)=O)C1c1ccccc1
  A = 3	B = -7%	C = -6%	D = 7%	E = 10	F = 6%	G = -1%	H = 2%
> CC1CCN(C(=O)C(=O)Nc2sc3c(c2C(N)=O)CC(C)(C)OC3)CC1
  A = 8	B = 2%	C = -9%	D = 9%	E = 3	F = 7%	G = -4%	H = 14%
> COc1ccc(S(=O)(=O)N2CCN(S(=O)(=O)c3ccc4c(c3)OCCO4)CC2)cc1C
  A = 1	B = 32%	C = 5%	D = 0%	E = -13	F = -1%	G = ?	H = 0%
> Cc1coc(C)c1C(=O)CC1(O)C(=O)N(Cc2ccccc2)c2ccccc21 (stereo not given)
  A = -3	B = ?	C = 10%	D = -8%	E = -25	F = -15%	G = 2%	H = 1%
> Cn1c(SCC(=O)Nc2ccccc2F)nnc1-c1cc2ccccc2o1
  A = -1	B = -13%	C = -4%	D = 0%[57.1 µM]	E = 7	F = 8%	G = ?	H = -2%
> Nc1cc(Cl)ccc1C(=O)OCC(=O)N1CCOCC1
  A = -13	B = 6%	C = -8%	D = 1%	E = 8	F = -8%	G = -5%	H = -8%
> CC1(C)Cc2c(sc(NC(=O)C(=O)N3CCCC3)c2C(=O)O)CO1
  A = 2	B = -9%	C = 2%	D = -13%	E = 6	F = 17%	G = 0%	H = -6%
> CC(C)NC(=O)CN(C)S(=O)(=O)c1ccc(F)cc1
  A = -5	B = -18%	C = 8%	D = -1%	E = -19	F = -10%	G = 0%	H = 1%
> CC(=NO)c1ccc2c(c1)Cc1cc([N+](=O)[O-])ccc1-2
  A = -1	B = ·	C = 0%	D = -3%	E = -10	F = ?	G = -1%	H = -12%
> Cc1cc(=O)[nH]c(N/N=C/c2ccc(-c3ccc(F)cc3)o2)n1
  A = 19	B = 16%	C = -4%	D = -11%	E = 5	F = -14%	G = -9%	H = -14%
> CNC(=O)N(O)C1N(NC(=O)Nc2cccc3ccccc23)C(=S)SC1(C)C (stereo not given)
  A = 8	B = ·	C = -2%	D = 2%	E = 6	F = -11%	G = 1%	H = -1%
> CC1Cc2ccccc2N1S(=O)(=O)c1cccc(C(=O)OCC(=O)NCc2ccco2)c1 (stereo not given)
  A = 2	B = 24%	C = 11%	D = -21%	E = -4	F = 27%	G = 10%	H = 3%
> O=C(c1ccc2noc(-c3ccccc3)c2c1)N1CCN(c2ccccc2)CC1
  A = 5	B = ?	C = 0%	D = -13%	E = 27	F = ?	G = 16%	H = 16%
> CCOc1cccc(NC(=O)/C(C#N)=C\c2cccnc2)c1
  A = -2	B = 21%	C = 10%	D = -19%	E = -10	F = 5%	G = -10%	H = 5%
> O=C(O)c1ccccc1COc1ccccc1Cl
  A = 1	B = -13%	C = 8%	D = 6%	E = 4	F = -22%	G = -24%	H = -31%[inhibitor]
> O=C(/C=C/c1ccccc1)c1ccccc1O
  A = -12	B = -18%	C = 19%	D = 8%	E = -11	F = ?	G = 8%	H = -30%
> Cc1ccc(S(=O)OCC(=O)Nc2cc(Cl)ccc2N2CCOCC2)cc1 (stereo not given)
  A = -1	B = -30%	C = 3%	D = -4%[57.1 µM]	E = 11	F = -2%	G = 2%	H = -20%
> COc1ccc(-c2c(C(C)=O)c(C)nc3sc4c(=O)[nH]nnc4c23)cc1
  A = 2	B = -21%	C = -5%	D = -10%	E = 4	F = 6%	G = 12%	H = 10%
> O=C(NC1CC(=O)N(c2ccc(F)cc2)C1)C1CCCC1 (stereo not given)
  A = -5	B = 2%	C = ·	D = ·	E = ·	F = 23%	G = ·	H = -9%
> Cc1ccc(C)c(Nc2nc3c(S(=O)(=O)c4ccccc4)nnn3c3ccccc23)c1
  A = 3	B = -5%	C = 8%	D = -3%	E = 1	F = -9%	G = 7%	H = 27%
> N#Cc1c(NC(=O)c2cccc(S(=O)(=O)Nc3ccc(C(=O)O)cc3)c2)sc2c1CCCC2
  A = 3	B = ?	C = 9%	D = -14%	E = -5	F = -10%	G = 4%	H = 4%

Only Abeta yeast res and D3 antag (2 entries from above):
| Structure | Abeta yeast res | D3 antag |
| --- | --- | --- |
| COc1ccc(C(=O)N2CCN(c3cccc(C)c3C)CC2)cc1S(=O)(=O)NC1CC1 | 6% | -18 |
| COCc1ccc(C(=O)N2CCCC(C(=O)c3ccc(SC)cc3)C2)s1 (stereo not given) | -24% | -13 |

Bioassay records deposited in PubChem BioAssay by National Center for Advancing Translational Sciences (NCATS).

The list is partial, so the mix of outcomes need not match the whole.
